# SRC1 inh: SRC1 coactivator transcriptional activity inhibitors, primary screen, cell-based, luminescence. Nuclear receptor coactivator 1 (Homo sapiens), Q15788. HEK293 GAL4-SRC1 luciferase reporter. inhibition, % at 3.6 µM. actives 0.12% (n = 360,000);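 active means inhibition above the campaign mean plus 3 SD, with each screening campaign given its own cutoff, cut at about 60% in these data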;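 further: 0% = DMSO treated cells and 100% = gossypol at 36 µM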
# LMP1 NFkB inh: EBV LMP1-driven NF-kappaB luciferase reporter inhibitors, primary screen, cell-based, luminescence, single point; LMP1-induced NF-kappaB luciferase reporter cells; inhibition, % at 12.5 µM; actives 0.69% (n = 350,000); in the data active means inhibition above about 41%;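 further: 0% = neutral control wells and 100% = reference inhibitor control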
# TROY NFkB inh: inhibitors of TROY-driven NF-kB signaling, primary screen, Q293 LMP1-TROYcd cells, NF-kB luciferase, uHTS; Q293 LMP1-TROYcd NF-kB luciferase reporter, 4 h; inhibition, % at 10 µM; actives 0.98% (n = 360,000); AID 1347056, 2019;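 active means compounds whose plate-normalised and pattern-corrected inhibition of the luciferase reporter signal at the single screening dose is 50% or more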
# KKLEB cytotox: cytotoxicity in KKLEB CF airway cells, primary screen, cytotoxicity control for CF NF-kB inhibitor project, cell-based, uHTS, fluorescence assay plates; AID 602141, 2011; activity change (cytotoxicity), % at 5 µM; KKLEB CF airway cells viability, ATPlite luminescence, overnight; hits give low values; cells stimulated with P. aeruginosa culture filtrate; actives 0.36% (n = 360,000);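 active means corrected activity change at or below -50% at 5 µM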
# Shn3 3UTR inh: reduction of Shn3 3'UTR firefly luciferase signal, primary screen, Schnurri-3 inhibitor project, cell-based, Clone20 osteoblasts, set 2; Clone20 osteoblast Shn3 3'UTR firefly luciferase, 24 h; inhibition, % at 12.5 µM; actives 0.52% (n = 360,000); AID 588674, 2011;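 active means mean inhibition of at least 75% with every replicate also reaching 75%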;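 further: 0% = median of neutral control wells and 100% = pilot-screen positive control compound; some compounds past the cut are filed as inactive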
# LRH-1 inv ag: LRH-1 (NR5A2) inverse agonists, primary screen, cell-based, luminescence, HEK293T, StAR-luciferase reporter. Nuclear receptor subfamily 5 group A member 2 (Homo sapiens), O00482. inhibition, % at 3.6 µM. LRH-1 transfected, 24 h. actives 0.13% (n = 360,000);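 active means inhibition above the mean inhibition of all tested compounds plus 3 SD, cut at about 73% in these data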;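 further: 0% = DMSO wells and 100% = reporter-only cells lacking LRH-1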
# Target sequence (O00482 whole entry, looked up): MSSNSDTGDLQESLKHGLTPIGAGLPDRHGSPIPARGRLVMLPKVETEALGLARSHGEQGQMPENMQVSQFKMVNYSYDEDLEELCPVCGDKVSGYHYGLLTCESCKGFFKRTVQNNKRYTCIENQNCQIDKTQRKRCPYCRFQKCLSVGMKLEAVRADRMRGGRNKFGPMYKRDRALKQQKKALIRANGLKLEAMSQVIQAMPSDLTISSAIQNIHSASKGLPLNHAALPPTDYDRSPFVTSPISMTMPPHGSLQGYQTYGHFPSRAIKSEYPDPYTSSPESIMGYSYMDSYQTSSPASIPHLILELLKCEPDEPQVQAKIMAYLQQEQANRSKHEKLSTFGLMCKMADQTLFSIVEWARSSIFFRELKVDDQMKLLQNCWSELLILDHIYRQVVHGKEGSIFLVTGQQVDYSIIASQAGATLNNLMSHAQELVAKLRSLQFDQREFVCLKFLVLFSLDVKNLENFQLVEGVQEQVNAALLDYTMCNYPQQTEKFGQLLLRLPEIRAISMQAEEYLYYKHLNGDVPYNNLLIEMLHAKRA
# TWEAK Fn14 block: inhibitors of TWEAK-Fn14 signaling, primary screen, luciferase reporter cells, uHTS. TWEAK-stimulated Fn14 reporter cells, luciferase luminescence, 8 h. inhibition, % at 10 µM. actives 2% (n = 360,000); in the data active means inhibition above about 50%
# CF NFkB inh: inhibitors of PAF-induced NF-kB signaling, primary screen, cell-based, GFP fluorescence, uHTS; actives 0.86% (n = 360,000); inhibition, % at 5 µM; AID 588850, 2011; KKLEB NF-kB-GFP reporter, GFP fluorescence overnight;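 active means at least 50% inhibition at 5 µM, scaled per plate between neutral and stimulator controls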;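 further: PAF is a Pseudomonas aeruginosa culture filtrate used as stimulus; plate controls were PAF-stimulated DMSO wells for no effect and unstimulated DMSO wells for full effect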
# NR2F2 inh: NR2F2 transcriptional activity inhibitors, primary screen, cell-based, luciferase reporter, HEK293T, luminescence; COUP transcription factor 2 (Homo sapiens), P24468; HEK293T NGFI-A luciferase reporter; inhibition, % at 8.6 µM; actives 0.7% (n = 370,000); AID 686940, 2013;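 active means inhibition above a per-plate cutoff, mean inhibition of test wells between control levels plus 3 SD, cut at about 38% in these data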;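 further: cells cotransfected with COUP-TFII expression vector driving the NGFI-A reporter; 0% = median of COUP-TF2 test wells and 100% = reporter-only cells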
# Target sequence (P24468 whole entry, looked up): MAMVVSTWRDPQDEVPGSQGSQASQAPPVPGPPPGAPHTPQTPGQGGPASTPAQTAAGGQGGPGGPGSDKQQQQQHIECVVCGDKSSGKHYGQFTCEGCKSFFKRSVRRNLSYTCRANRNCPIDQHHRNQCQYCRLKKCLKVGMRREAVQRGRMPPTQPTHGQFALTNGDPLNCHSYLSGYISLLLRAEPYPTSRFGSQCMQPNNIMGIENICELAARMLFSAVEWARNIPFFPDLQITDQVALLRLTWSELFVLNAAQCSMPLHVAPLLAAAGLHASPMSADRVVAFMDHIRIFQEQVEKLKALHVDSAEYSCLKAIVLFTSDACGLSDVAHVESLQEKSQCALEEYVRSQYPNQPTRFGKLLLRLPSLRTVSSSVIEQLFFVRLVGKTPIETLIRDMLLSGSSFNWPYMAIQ
# TRAIL sens C8: viability loss with TRAIL in NB7+C8 cells, primary screen, TRAIL sensitizer project, cell-based, ATPlite luminescence; inhibition (viability loss, TRAIL sensitization), % at 10 µM; actives 1% (n = 360,000);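 active means compounds causing at least 50% loss of cell viability in the single-dose screen, relative to plate controls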
# SRC3 inh: SRC3 coactivator transcriptional activity inhibitors, primary screen, cell-based, luminescence; Nuclear receptor coactivator 3 (Homo sapiens), Q9Y6Q9; HEK293 GAL4-SRC3 luciferase reporter; inhibition, % at 3.6 µM; actives 0.17% (n = 360,000);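 active means inhibition above a per-campaign cutoff, the mean of all compounds plus 3 SD, cut at about 60% in these data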;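 further: 0% = DMSO-treated cells and 100% = gossypol-treated cells at 36 µM; higher means less SRC3-driven luciferase light from the GAL4 reporter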
# * hit, by the source's call; / = no result given. A portion of the library (hit frequency here may not be typical).
SMILES,SRC1 inh,LMP1 NFkB inh,TROY NFkB inh,KKLEB cytotox,Shn3 3UTR inh,LRH-1 inv ag,TWEAK Fn14 block,CF NFkB inh,NR2F2 inh,TRAIL sens C8,SRC3 inh
COCCn1c(=O)[nH]c2cc(C(=O)N3CCN(c4ccc(Cl)cc4)CC3)ccc2c1=O,4.5,12.3,17.5,13.9,29.2,4.2,25.4,-4.2,-19.2,15.3,12.5
CC(C)C[C@@H](CN1CCC[C@@H]1CN1C(=S)NC[C@@H]1Cc1ccccc1)N1C[C@H](Cc2ccc(O)cc2)N(CC2CCCCCC2)C1=S,-8.1,/,23.5,-18.4,-19.3,-6.8,14.0,45.3,-2.6,-22.8,-11.4
O=C(NC1CCCCC1)C(c1ccccc1)N1CCOCC1 (stereo unspecified),7.8,1.6,-1.3,8.3,-34.6,-12.6,-6.6,11.1,-1.7,-10.7,8.2
COc1ccc(OC)c(S(=O)(=O)N(C)CC(=O)Nc2ccc3c(c2)OCO3)c1,-7.0,-2.5,-17.7,-15.7,1.0,-22.2,-0.9,1.0,4.6,16.5,-8.8
CCOC(=O)c1cnn(CCOC(=O)C(C)(C)C)c1NC(=O)C(C)(C)C,12.8,4.0,-1.5,10.2,-20.4,27.2,7.2,3.0,-17.3,-17.0,15.6
Cc1nc2ccc(Cl)cn2c1[N+](=O)[O-],-10.3,-4.4,-10.9,2.2,-6.4,-2.5,5.3,-1.5,-4.8,-8.9,8.0
CCOC(=O)c1ccc(NC(=O)Nc2c(C)nn(C)c2C)cc1,6.7,-17.5,13.3,-3.2,-2.0,10.6,-2.4,-24.3,1.7,-5.9,13.1
N#Cc1c(NC(=O)CSc2ncnc3c2cnn3-c2ccccc2Cl)sc2c1CCCC2,5.6,0.1,10.4,-2.2,16.3,-2.7,-33.2,-20.7,0.8,-11.5,12.1
COc1ccccc1/C=C/C(=O)/C=C/c1ccccc1O,-12.1,-13.0,-16.3,-12.7,-12.4,-6.9,88.0*,-6.7,33.1,27.5,-26.9
O=S(=O)(NCC1CCCO1)c1ccc2ccccc2c1 (stereo unspecified),-9.5,1.0,5.4,-3.4,-3.1,5.9,-2.1,-1.6,-9.1,-0.2,-3.1
CCCN(CCC)c1ccc(/C=C/c2ccc3cc(OCC)ccc3n2)cc1,-14.1,-12.8,10.9,-4.5,-2.5,-21.1,42.8,4.1,-5.6,4.0,-1.1
O=C(NC1CCCCC1)NC1CC2CCC(C1)N2Cc1nnnn1Cc1ccc2c(c1)OCO2 (stereo unspecified),0.0,0.9,/,0.7,9.5,3.6,87.2*,12.7,-1.8,-0.9,8.2
COc1ccc(OCCn2c(NC(=O)c3ccco3)nc3ccccc32)cc1,11.4,18.5,-2.1,-4.1,15.7,8.6,-1.4,7.3,0.9,0.5,23.4
COc1cc(/C=N/Nc2ccc(Cl)c(C(=O)O)c2)ccc1OC(=O)c1ccco1,-26.6,-1.0,-86.0,15.8,-55.8,-33.2,22.8,-10.0,9.4,-8.9,-25.1
COc1ccc(-c2ccc(CO)o2)cc1N,-32.6,16.5,0.0,-16.7,-17.1,-14.3,10.1,-4.3,-40.6,-7.6,-12.1
O=C(N/N=C/c1ccccc1)C1CCCN1C(=O)c1cc([N+](=O)[O-])cc([N+](=O)[O-])c1 (stereo unspecified),-2.7,5.9,20.0,23.0,12.3,3.2,0.5,-10.0,2.2,-3.6,9.1
S=C(NCCc1ccccc1)NC1CCCCCC1,-64.2,-25.4,-68.7,6.7,-134.9,-132.9,-17.2,3.6,-51.0,7.6,-67.0
Cc1ccc(C(=O)N/C(=C\c2cccc([N+](=O)[O-])c2)C(=O)OCN2C(=O)c3ccccc3C2=O)cc1,-21.4,1.2,27.3,2.3,-11.0,-4.1,9.2,7.7,-10.9,-5.4,3.8
O=C(CCCN1C(=O)c2ccccc2C1=O)Nc1ccc(Br)cn1,-5.2,-5.0,-21.9,1.5,12.6,-13.9,-4.5,-2.6,-4.5,-32.9,9.5
CCCC(=O)C1CCN(Cc2ccccc2)CC1,-1.5,-3.1,6.6,-14.5,10.0,-12.8,-4.2,-5.1,10.9,-5.7,6.3
CC(=O)Nc1cccc(NS(=O)(=O)c2cn(C)c(=O)n(C)c2=O)c1,-0.8,0.1,2.0,0.4,-0.5,-16.9,5.0,-10.1,-11.3,1.5,13.2
CC(C)(C)OC(=O)C[C@H]1C/C=C\C[C@@H](CC(=O)N[C@H](CO)Cc2ccccc2)C(=O)NC[C@@H](c2ccccc2)OC1=O,1.8,4.9,-2.4,-3.7,0.3,9.2,2.4,-13.0,3.5,-2.4,2.1
NS(=O)(=O)c1ccc(NC(=O)COC(=O)CCNC(=O)NC23CC4CC(CC(C4)C2)C3)cc1,-17.8,12.6,11.4,-18.5,3.7,0.6,2.7,9.6,-8.2,-2.5,-6.5
C=CCc1ccccc1OCC(O)CNC(=O)c1ccccc1C(=O)O (stereo unspecified),-2.9,0.7,-26.9,-6.7,-2.5,8.4,2.2,17.5,-3.8,8.1,16.2
CC(C)(C)c1cc(CP(=O)(c2ccccc2)c2ccccc2)cc(C(C)(C)C)c1O,-1.8,10.0,38.2,6.1,13.0,21.4,19.9,19.4,17.7,12.4,6.2
O=C(O)c1cc(-c2ccccc2)nn1CC1CC(c2cccnc2)=NO1 (stereo unspecified),5.6,8.0,2.1,10.1,7.2,-3.6,18.1,0.5,-0.8,15.6,7.7
CCOc1ccc(C(=O)NCC(=O)N2CCN(Cc3ccccc3)CC2)cc1,1.7,-1.2,12.5,8.3,-9.8,1.2,2.8,-29.6,13.0,4.1,-6.1
C[C@@H]1O[C@@H](O[C@@H]2[C@@H](O)[C@H](OCCc3ccc(O)c(O)c3)O[C@H](CO)[C@H]2OC(=O)/C=C/c2ccc(O)c(O)c2)[C@H](O)[C@H](O)[C@H]1O,2.5,-3.5,-6.9,5.8,-11.8,-5.9,4.9,9.8,-2.0,0.3,-5.3
NC(=O)CC(NC(=O)c1ccc(Br)cc1)c1ccc(N2CCN(c3ccccc3)CC2)c([N+](=O)[O-])c1 (stereo unspecified),9.3,-10.6,-2.5,-0.7,14.1,17.1,3.2,-13.1,5.1,-2.7,-9.7
Cc1ccc(C(=O)Nc2nc3ccccc3[nH]2)cc1,4.2,63.4*,71.2*,-51.9*,32.2,0.5,97.4*,-8.9,49.4*,92.8*,7.3
Cc1ccsc1/C=N/NC(=O)C(=O)NCC(C)C,-61.9,-17.1,-35.0,0.9,-57.7,-46.1,-13.6,-3.7,-17.3,1.9,-28.0
Nc1ccc2c(c1)OC1(CCCCC1)O2,7.0,2.6,0.8,-2.4,-7.5,4.2,-1.1,0.6,5.5,13.9,-3.6
O=C(COC(=O)/C=C/c1ccco1)Nc1ccc(F)cc1Cl,-14.8,-15.0,-5.6,0.3,9.3,2.8,-33.0,-0.9,14.3,0.0,4.8
CC(=O)c1ccc(NC(=O)c2cccc(N3C(=O)c4ccccc4C3=O)c2)cc1,-52.9,2.5,18.5,-12.4,3.7,-22.6,-9.7,18.2,/,8.0,-22.7
COc1cc(/C=C2/SC(=S)N(Cc3ccccc3)C2=O)ccc1OCC(=O)O,-4.4,46.9*,-11.9,-2.5,4.6,-9.0,-39.4,25.4,-5.6,3.1,-7.0
CSc1ccccc1OCc1cc(C(=O)NCCC2CCCCO2)no1 (stereo unspecified),-7.3,-4.1,-32.6,16.1,-9.7,-19.7,-19.5,-12.1,-15.9,22.8,-33.2
Cn1nnc2c(N3CCCCC3)nccc21,-53.8,-0.6,-7.3,10.2,12.6,-9.6,-1.8,-13.5,-2.5,-5.1,4.4
Cc1ccc(NC(=O)C2CCC(CNC(=O)[C@@H]3Cc4ccccc4CN3)CC2)cc1 (stereo partly specified),11.4,2.5,8.1,-7.5,-1.6,1.6,-0.1,5.8,11.2,-12.0,-12.9
Cc1ccc(S(=O)(=O)c2nc(S(C)(=O)=O)sc2N(C)C)cc1,-0.2,-5.0,-1.2,5.9,17.1,-14.1,12.0,-0.2,6.7,-2.5,5.6
Cc1cc(C(F)(F)F)c(C#N)c(=O)[nH]1,-10.8,-11.1,13.9,-1.8,-11.2,8.4,6.0,-3.3,-13.0,9.5,10.3
COc1cc(/C=N\Nc2nc(-c3cccs3)c(NC(C)=O)s2)ccc1O,1.4,-2.1,34.7,5.8,-2.6,10.4,0.1,0.9,-34.4,-21.1,1.8
CCSc1nnc(NC(=O)C2CCN(S(=O)(=O)c3cc(C(F)(F)F)ccc3Cl)CC2)s1,-23.5,4.0,20.0,6.0,18.1,7.8,8.8,-3.3,2.5,12.9,8.0
CCc1ccc(NC(=O)Nc2cc(C(=O)NCC3CCCO3)ccc2N2CC3CC(C2)c2cccc(=O)n2C3)cc1 (stereo unspecified),-13.7,4.7,-24.7,-7.1,3.1,-0.9,-10.5,0.7,-19.9,5.2,-7.9
COc1ccc(/C=N/NC(=O)c2ccn[nH]2)cc1Cn1nc(C)c([N+](=O)[O-])c1C,-19.1,/,7.6,-5.9,-3.1,-47.3,-2.3,12.0,-35.9,-4.7,-17.5
O=C(CC(=O)c1ccncc1)c1ccccc1,-13.6,3.4,-56.2,3.9,-1.4,-38.2,-1.9,-4.9,-12.3,12.8,-32.9
C=CCn1c(-c2ccco2)n[nH]c1=S,-5.0,-0.3,5.2,-1.1,4.2,-20.8,-6.5,-3.6,-3.7,-5.2,9.3
O=C(CC[C@H]1O[C@@H](n2cnc3c(NC(=O)c4ccccc4)ncnc32)[C@H](O)[C@@H]1O)N[C@@H](CO)Cc1c[nH]c2ccccc12,2.0,/,17.8,-4.3,7.7,-11.1,8.3,13.4,-14.0,8.6,-0.8
COc1ccc(CN2CCC(CNC(=O)NC3CCCCC3)CC2)cc1,3.5,5.0,7.5,-5.0,-4.5,0.2,-10.5,-5.2,9.0,-3.0,6.5

# Whole records from above. Values in the order: SRC1 inh | LMP1 NFkB inh | TROY NFkB inh | KKLEB cytotox | Shn3 3UTR inh | LRH-1 inv ag | TWEAK Fn14 block | CF NFkB inh | NR2F2 inh | TRAIL sens C8 | SRC3 inh
# `COc1ccc(/C=N/NC(=O)c2ccn[nH]2)cc1Cn1nc(C)c([N+](=O)[O-])c1C` reads -19.1 | / | 7.6 | -5.9 | -3.1 | -47.3 | -2.3 | 12.0 | -35.9 | -4.7 | -17.5
# `S=C(NCCc1ccccc1)NC1CCCCCC1` reads -64.2 | -25.4 | -68.7 | 6.7 | -134.9 | -132.9 | -17.2 | 3.6 | -51.0 | 7.6 | -67.0

# Screening results: PubChem BioAssay, several laboratories
